mcGAS MS inh = inhibitors of Mus musculus cyclic GMP-AMP synthase, initial high-throughput assay, cell-free, RapidFire MS; 130,000 compounds, 0.18% hits; inhibition, % at 12.5 µM; recombinant mouse cGAS, cGAMP by RapidFire MS;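 active = inhibition of cGAS enzyme activity at or above 60%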;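 note: enzyme stimulated by 45 bp dsDNA with ATP and GTP substrates; cGAMP share of summed cGAMP plus half ATP and half GTP signals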
Target sequence (Q8C6L5 whole entry, looked up): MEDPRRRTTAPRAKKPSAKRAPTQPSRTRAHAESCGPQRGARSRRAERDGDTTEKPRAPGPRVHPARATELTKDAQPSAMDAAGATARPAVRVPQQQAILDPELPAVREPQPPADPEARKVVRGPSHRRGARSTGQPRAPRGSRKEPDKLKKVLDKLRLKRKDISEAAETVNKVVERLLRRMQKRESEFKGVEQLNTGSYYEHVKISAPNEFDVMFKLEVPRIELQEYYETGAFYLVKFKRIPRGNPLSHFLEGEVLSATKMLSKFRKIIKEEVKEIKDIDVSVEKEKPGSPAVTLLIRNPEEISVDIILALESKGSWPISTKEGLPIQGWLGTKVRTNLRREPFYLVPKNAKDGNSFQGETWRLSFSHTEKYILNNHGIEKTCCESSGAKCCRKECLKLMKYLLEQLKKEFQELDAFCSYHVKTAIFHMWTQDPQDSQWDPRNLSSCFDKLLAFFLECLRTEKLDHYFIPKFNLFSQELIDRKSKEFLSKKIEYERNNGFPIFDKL
The depositor's hits bear a star; & = joins results of further samples. Not all compounds are listed; rates above refer to the full screens.

cpd	Compound	mcGAS MS inh
1	Cc1c(C(=O)Nc2ccc([N+](=O)[O-])cc2)oc2ccccc12	-8.5
2	Cc1nn(C)c2sc(C(=O)N3CCC(C(=O)O)CC3)cc12	-9.9
3	Cc1cc(C(=O)N2CCCC(CNS(=O)(=O)c3cccs3)C2)nn1C (stereo not drawn)	-7.2
4	COc1ccccc1C(=O)C1CCCN(Cc2nc3ccc(F)cc3[nH]2)C1 (stereo not drawn)	-6.5
5	Brc1ccc(C2CCn3nnnc3N2)cc1 (stereo not drawn)	-3.7
6	Cc1cc(Br)cc2c1NCCC2	4.6
7	Cc1ccc(C2=NOC(CNCc3ccc(F)cc3F)C2)cc1 (stereo not drawn)	-10.3
8	Cn1nnc2c(=O)n(CC(=O)N3CCN(c4ccc(Cl)cc4)CC3)cnc21	-9.1
9	Cc1cc(S(=O)(=O)NC2CC(C)(C)NC(C)(C)C2)c(Cl)cc1Cl	-0.8
10	Cc1nnc2sc(NC(=O)c3cccs3)nn12	-3.8
11	CNC(=O)c1cc2c(=O)n3ccccc3nc2n1C	-8.3
12	CN(C)C(=O)CN(C)C(=O)C1CC1c1ccccc1Br (stereo not drawn)	-60.5

Some of the entries so far, field by field.
3) Cc1cc(C(=O)N2CCCC(CNS(=O)(=O)c3cccs3)C2)nn1C (stereo not drawn)
  mcGAS MS inh: -7.2

7) Cc1ccc(C2=NOC(CNCc3ccc(F)cc3F)C2)cc1 (stereo not drawn)
  mcGAS MS inh: -10.3

5) Brc1ccc(C2CCn3nnnc3N2)cc1 (stereo not drawn)
  mcGAS MS inh: -3.7

6) Cc1cc(Br)cc2c1NCCC2
  mcGAS MS inh: 4.6

Remaining list, next part:
cpd	Compound	mcGAS MS inh
13	CC(C)c1ccc(NC2CCCN(C(=O)CCn3cnnn3)C2)cc1 (stereo not drawn)	-3.5
14	CCOc1ccc(NC(=NS(=O)(=O)c2ccccc2)Nc2nc(C)cc(C)n2)cc1	-4.4
15	O=C(O)CC1(CC(=O)Nc2ccccc2O)CCCC1	-6.8
16	Nc1ncnc(Nc2ccc(F)cc2F)c1[N+](=O)[O-]	7.7
17	O=C1CCCCCCN1Cc1nc(C2CCOC2)no1 (stereo not drawn)	-0.6
18	NS(=O)(=O)c1ccc(F)c(F)c1F	3.0&5.0
19	COc1cccc(NC(=O)C2(C)CCN2CCCc2ccccc2)c1 (stereo not drawn)	-4.4
20	Cc1nccn1CC1(CNC2CSCCSC2)CC1	-10.8
21	O=C(CCN1C(=O)c2ccccc2C1=O)NCCc1c[nH]c2ccccc12	-2.9
22	O=C(CSc1ncnc2c1cnn2-c1ccc(F)cc1)N1CCCCCC1	-4.5
23	CCS(=O)(=O)c1ccc2c(c1)N(Cc1ccc(S(C)(=O)=O)cc1)C(=O)C(C)O2 (stereo not drawn)	-15.5
24	O=c1c(Cl)c(N2CC3CC4CC(C3)CC2C4)cnn1-c1ccc(Cl)cc1	-2.9

The list goes on:
cpd	Compound	mcGAS MS inh
25	CC(=O)c1c(C)cc(C)c(CS(=O)(=O)c2nccs2)c1C	-5.3
26	COCCN1CC(CNC(=O)c2cn(Cc3ccc(Cl)cc3)nn2)CC1=O (stereo not drawn)	-6.6
27	O=c1[nH]c(CC2CC2)nc2c1CCN(Cc1cc3n(n1)CCNC3)C2	-4.3
28	Cc1cc(O)c(CN(C)CCN2CCOCC2)cc1C	-7.5
29	CCc1ccccc1NC(=O)C(=O)N1[C@@H]2CC[C@H]1CN(C)C(=O)C2	-4.7
30	Cc1cccc(CSc2nnc(CCC(=O)O)c(=O)[nH]2)c1	0.5
31	CC(COCc1ccccc1)C(=O)Nc1n[nH]c(C(F)(F)F)n1 (stereo not drawn)	-6.7
32	CCOC(=O)C(C#N)C(c1ccc(C)cc1)C1CCOC(C)(CC)C1 (stereo not drawn)	-9.2
33	COc1cccc(CC2CN(C3CCC3)CCO2)c1 (stereo not drawn)	-6.4
34	CC1CN(C(=O)CSc2nnc(-c3cccnc3)n2-c2ccccc2)CCO1 (stereo not drawn)	3.5
35	CC(C)[C@H](N)C(=O)OCCOCn1cnc2c(=O)[nH]c(N)nc21	-2.9&0.9&12.6
36	c1sc2c(c1CN1CCCCC1)CCCC2	-1.3

(more compounds)
cpd	Compound	mcGAS MS inh
37	OCCC1CN(Cc2cn[nH]c2C2CCCCC2)CCN1Cc1cccs1 (stereo not drawn)	-2.8
38	Fc1ccc(-c2[nH]ncc2CNCc2ccc(OC(F)(F)F)cc2)c(F)c1	-8.4
39	COc1ccc(NS(=O)(=O)c2cc(C(C)(C)C)ccc2C)cc1S(N)(=O)=O	8.1
40	CCCN(C/C=C/c1ccccc1)C(=O)c1ccc2[nH]c(=O)c(=O)[nH]c2c1	-5.1
41	COc1ccc(OC)c(C2SCCN2S(=O)(=O)c2ccc(Cl)cc2)c1 (stereo not drawn)	-6.7
42	CC(C)CCNC(=O)c1cncn1-c1ccc(F)cc1	2.7
43	O=C(Nc1ccc([N+](=O)[O-])cc1Cl)c1cc(Cl)ccc1O	-3.4
44	CC1Oc2c(C(=O)N3CCN(Cc4ccc(Cl)s4)CC3)cccc2C1C (stereo not drawn)	-4.1
45	CC(=O)NCCC1CCCCN1C(=O)c1cc(COc2cc(C)ccc2C)on1 (stereo not drawn)	-2.1
46	CC1CCN(Cc2nnnn2CC(=O)N(C)CCCN2CCOCC2)CC1	3.1
47	COc1ccc(CC(=O)NCCc2cc3ccc(C)c(C)c3[nH]c2=O)cc1OC	-4.6
48	Cc1ccc(C(=O)N2CCSCC2)cc1NC(C)C	-6.6

New compounds follow:
cpd	Compound	mcGAS MS inh
49	CC1(C)Oc2ccc(NS(=O)(=O)c3ccc(S(=O)(=O)NC4CC4)cc3)cc2O1	1.4
50	CCOC(=O)C(C#N)=CNc1cc(C)c(C(=O)OCC)s1	-0.9
51	COCCNC(=O)Cn1c(CO)cnc1SCc1ccccc1Cl	-9.3
52	CCOC(=O)C1=C(C)NC2=C(C(=O)CC(C)(C)C2)C1C (stereo not drawn)	-17.4
53	COC(=O)C1=C(C)N=c2s/c(=C3\C(=O)N(C)c4ccccc43)c(=O)n2C1c1cccs1 (stereo not drawn)	2.2
54	CC1c2c(cnn2C)C(=O)N1Cc1nc2ccccc2s1 (stereo not drawn)	-4.5
55	O=C1C=CC(=O)N1c1cc(Cl)cc(Cl)c1	66.6*
56	C=C(Br)CN1CCN(C(CC)CO)CC1 (stereo not drawn)	1.3
57	COc1ccc(CC2(CO)CCN(C(=O)c3ccc4ncccc4c3)CC2)cc1	-31.4
58	COc1ccc(N2C(=O)CSC2c2cccc(F)c2)c(OC)c1 (stereo not drawn)	-5.9
59	CC(C(=O)Nc1cccc(Cl)c1)S(=O)(=O)c1ccc([N+](=O)[O-])cc1 (stereo not drawn)	-4.6
60	CC(Nc1ccc(N(C)C(C)C)c(F)c1)C(=O)NC(=O)NC(C)(C)C (stereo not drawn)	5.8

The results go on.
cpd	Compound	mcGAS MS inh
61	Cc1cccc(Nc2ccc(NC(=O)c3ccccc3)c3c2C(=O)c2ccccc2C3=O)c1	-4.5
62	COC(=O)NNC(=O)c1csc(-c2cc3ccccc3[nH]2)n1	5.1
63	CN1CC2(CCN(C(=O)c3ccc4sc5c(c4c3)CCNC5=O)C2)OC1=O (stereo not drawn)	-7.5
64	CC(C)(C)N1CC(CNc2nccc(C3CCCC3)n2)CC1=O (stereo not drawn)	-5.2
65	O=C(c1cnc2n(c1=O)CCS2)N(Cc1ccccc1)c1ccccc1	-2.5
66	COC(=O)C(O)(C1C(=O)NN=C1C)C(F)(F)F (stereo not drawn)	-2.5
67	Cc1noc(C(C)C)c1C(=O)NC(C)Cc1ccccc1F (stereo not drawn)	-2.4
68	CC(C)(C)NC(=O)N1CCn2cccc2C1c1ccccc1F (stereo not drawn)	-6.6
69	CC1=CC[C@@H]2CN(Cc3cccc(OCCO)c3)C[C@@H]2C1	-25.4
70	Cc1nnc(SCCCNC(=O)[C@@]23CC[C@@](C)(OC2=O)C3(C)C)s1	-6.1
71	COc1ccccc1C(=O)Nc1ccc2c(c1)CN(C(=O)C1=CCCC1)CC2	-12.3
72	O=S(=O)(c1ccccc1Cl)N(CCO)c1ccc(Br)cc1	-4.0

Remaining list, next part
cpd	Compound	mcGAS MS inh
73	CN(C)C(=O)Cn1cc(C(=O)NC(CC(C)(C)C)c2ccccc2)nn1 (stereo not drawn)	2.1
74	CCN1CCN(C(=O)c2ccc(Br)o2)CC1	-34.3
75	O=S(=O)(NCc1ccccc1F)c1c(Cl)cccc1Cl	3.8
76	CN(Cc1cnc2ccccn12)C(=O)c1cc(COc2cncc(Cl)c2)on1	-8.2
77	c1ccc2c(c1)CCN(C1CCCN(CCCn3cccn3)C1)C2 (stereo not drawn)	6.0
78	O=C(Cc1ccc(OC(F)(F)F)cc1)NNC(=O)c1cn[nH]n1	1.1
79	CN(CC(=O)Nc1ccccc1OC(F)F)CC1COc2ccccc2O1 (stereo not drawn)	-5.2
80	O=[N+]([O-])c1ccc2[nH]c(O)c(N=Nc3ccc(Cl)c(Cl)c3)c2c1	-6.7&-1.1
81	O=C(CN1CCNCC1)N1CC[C@@H](c2ccc3c(c2)OCO3)[C@H](O)C1	-17.9
82	COc1ccc2cc(C3CN(c4nccs4)CCO3)ccc2c1 (stereo not drawn)	-18.6
83	O=C(NC1CCCCC1)N1CCn2cccc2C1c1ccc(F)cc1 (stereo not drawn)	-7.2
84	O=C(NCCc1ccccc1Cl)c1coc(CN2CCN(c3ncccn3)CC2)n1	-7.7

Next part.
cpd	Compound	mcGAS MS inh
85	CC(c1nnc(-c2cccs2)o1)N1CCC(C(N)=O)CC1 (stereo not drawn)	-21.4
86	Cc1c(NCc2ccccn2)cccc1C(=O)N1CCCOCC1	-17.1
87	CC1CCc2sc(-c3nn(CN4CCN(c5cnccn5)CC4)c(=S)o3)cc2C1 (stereo not drawn)	-3.7
88	COc1ccc(C(=O)N2CCCC(CNC(=O)c3ccc(-c4ccccc4)cc3)C2)o1 (stereo not drawn)	-2.5
89	O=S1(=O)N=C(c2cccc(Cl)c2)Nc2ccccc21	-8.5
90	Cc1cccc(NC2=NC(c3cccnc3)n3c(nc(C)cc3=O)N2)c1 (stereo not drawn)	4.7
91	CC(=O)N(C)c1nc(CS(=O)(=O)CC(=O)N(C)C2CCC(C)CC2)cs1 (stereo not drawn)	5.8
92	CCOC(=O)C(C)Oc1cc(Br)c(C=O)cc1OC (stereo not drawn)	-24.9
93	Cc1ccc(C(O)=C2C(=O)C(=O)N(CCCN(C)C)C2c2ccco2)cc1 (stereo not drawn)	5.7
94	COc1ccc(Br)c(C(=O)Nc2ccncc2)c1	-5.2
95	CN1CCN(S(=O)(=O)c2ccc(Cl)c(NC(=O)c3cc(F)cc(F)c3)c2)CC1	-12.5
96	CCNC(=O)NC(=O)C(NCc1ccccc1C)c1ccccc1 (stereo not drawn)	3.6

Remaining list, next part:
cpd	Compound	mcGAS MS inh
97	CCC1CCCCN1C(=O)c1cc(-c2ccc(Cl)cc2)n[nH]1 (stereo not drawn)	0.0
98	CN(C(=O)c1ccc(=O)[nH]n1)C1c2ccccc2-c2ccccc21	-15.8&-2.9
99	OC(COc1ccc2ccccc2c1Cl)Cn1ccnc1 (stereo not drawn)	-28.1
100	Cc1csc(SCC(=O)NC(C)C(c2ccccc2)N2CCOCC2)n1 (stereo not drawn)	-17.4
101	O=C(Nc1ccc(-n2cncn2)c(C(F)(F)F)c1)C1CC1	1.8
102	Cc1c(NC(=O)CCN2CCCS2(=O)=O)sc2c1CCCC2	1.8
103	Cc1ccc2nc(C)c(NC(=O)c3ccccn3)c(=O)n2c1	-8.3
104	Cn1nnc2c(=O)n(CC(=O)N3CCCCCC3)cnc21	-4.2
105	COc1cc(N(C)C)ccc1CN1CCN(CCO)CC1	-7.4
106	Cc1nc(-c2cc(C(=O)N(C)Cc3ccc4c(c3)OCO4)n(C)c2)cs1	-5.5
107	CC1CCCc2c1nc1ccccc1c2C(=O)N1CCC[C@H]1CO (stereo partly drawn)	-4.9
108	O=C(CSc1ccc(S(=O)(=O)N2CCOCC2)cn1)N1CCCC1	-4.4

(listing goes on)
cpd	Compound	mcGAS MS inh
109	COc1ccc(CNC(=O)C(CC(=O)N2CCOCC2)n2ccnc2)cc1 (stereo not drawn)	-1.0
110	O=C1C=CC(=NS(=O)(=O)c2ccc3ccccc3c2)C=C1Br	13.0
111	CC(C)c1noc(C(C)Sc2ncc(-c3ccc(F)cc3)[nH]2)n1 (stereo not drawn)	-10.3
112	Cc1cc(C(F)(F)F)nn1CC(=O)N1CCCCC1	-2.9
113	Cc1nc(COc2ccc(C(=O)NCc3ccc(F)cc3)cc2)cs1	5.7
114	CCc1cn[nH]c1C1CCN(C(=O)c2cnc3cc(=O)[nH]n3c2C)CC1	-8.0
115	CCn1c(SCC(C)C#N)nnc1-c1ccco1 (stereo not drawn)	-4.8
116	Cc1noc(C)c1C(=O)N(C)Cc1ccncc1	-14.6
117	CCC(OC)C(=O)Nc1cc(F)ccc1N1CCN(C)CC1 (stereo not drawn)	-4.1&-0.8
118	CC(=O)N1CC2(C(C)C)CN(C(C)=O)CC(C(C)C)(C1)C2=O	-6.4
119	O=c1[nH]c2ccc(S(=O)(=O)Nc3ccc4c(c3)OCO4)cc2[nH]c1=O	13.3
120	CCOC(=O)c1ccc(N=CC(C#N)c2nc(-c3ccccc3)cs2)cc1 (stereo not drawn)	-12.3

Following part.
cpd	Compound	mcGAS MS inh
121	COc1ccccc1-n1cc(C(=O)N[C@@H](C)c2ncccc2C)cn1	-7.2
122	Cc1ccc(C=CC2=CC(=C(C#N)C#N)CC(C)(C)C2)o1	-1.0
123	Cc1ccc2oc(NC3CCCC3C#N)nc2c1 (stereo not drawn)	-0.6
124	CS(=O)(=O)c1ccc(NS(=O)(=O)c2ccc(Cl)cc2)cc1	-1.4
125	CCc1ccc(S(=O)(=O)N2CCC3(CCCN(C)C3=O)C2)cc1 (stereo not drawn)	-11.8
126	c1ccc(-c2noc(N3CCOCC3)c2CNCc2ccc3c(c2)OCO3)cc1	-8.5
127	O=c1[nH]cnc2ccc([N+](=O)[O-])cc12	-3.4
128	Cc1ccc(F)c(C(CC(=O)N2CCCC2)c2c[nH]c3ccc([N+](=O)[O-])cc23)c1 (stereo not drawn)	0.2
129	Cc1cccc(NC(=O)C2CCN(c3c(F)cc(C#N)cc3F)CC2)n1	6.0

From PubChem BioAssay
